Yfh1-depleted yeast: enhancers of respiration in Yfh1-depleted yeast, dose response, Friedreich's ataxia, plus single-dose screen (AID 1465). fold induction at 50 µM, or EC50 in µM where a hit was titrated. actives 0.074% (n = 220,000). S. cerevisiae Yfh1-off respiration, WST-1 reduction, 72 h; higher fold induction means a stronger effect;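 active = fold induction of absorbance versus untreated yeast above a set limit, then at least 30% activation at any dose in follow-up; inconclusive = repeats straddling the limit, or above it without dose testing; inactive = fold induction below the set limit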;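 also: activators that raise dye reduction in frataxin-depleted yeast; strong numbers were not always called active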
Autophagy HCS: autophagy modulation, high-content screen. calls only at 10 µM (by protocol). AID 463193. actives 0.98% (n = 190,000). MEF GFP-LC3 puncta imaging; test concentration mostly 10 µM;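 active = percentage of spot-positive cells more than 3 SD above its plate mean, without a fluorescence outlier flag or 80% toxicity; inconclusive = no clear call, values can overlap the other calls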;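 also: spot-positive cell cutoff set from DMSO-treated cells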
T cell modulator: modulates CD8 T cell binding to vesicles; 2C CD8+ T cell-vesicle binding, flow cytometry; stronger effect = lower value; calls only at 7 µM; actives 0.068% (n = 330,000); AID 2052;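 active = response, share of CD8 T cells binding vesicles, and their 90th percentile fluorescence all below set limits, cut at about 80% in these data, passing the limit was not always enough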
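Material: 2C TCR transgenic mouse naive CD8+ T cells, MACS-purified. Also added: QL9-charged Drosophila Ld/ICAM-1/B7-1 vesicles. Timing: binding 1.5 h at 37 °C. Measured by: high-throughput flow cytometry with anti-B7-1 and anti-CD8 staining. Read-out: percent CD8+ FL2 mean versus row control. Controls: Unloaded micro-vesicles (low), QL9 vesicles with 0.7% DMSO (high).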
WT yeast gro inh: growth inhibition of WT yeast, mitochondrial fusion screen | inhibition, % at 10 µM | actives 2.1% (n = 190,000) | mitochondrial fusion phenotypic screen, WT strain; in the data active = inhibition above about 58%; tested in S. cerevisiae
P. falciparum M1AAP: P. falciparum M1AAP inhibitors, biochemical, fluorogenic H-Leu-NHMec substrate, 1536-well (AID 1445); recombinant M1AAP, H-Leu-NHMec fluorogenic kinetic assay; higher % means a stronger effect; inhibition, % at 30 µM, or IC50 in µM where a hit was titrated; actives 0.42% (n = 220,000);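 active = primary inhibition above the hit cutoff, then over 50% inhibition at one or more dose response concentrations, cut at about 23% in these data, passing the limit was not always enough; inconclusive = conflicting primary data, or primary hits not chosen for dose response; inactive = low primary inhibition, or under 50% at every dose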;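 also: plate controls were DMSO full reaction for no effect and no enzyme background for full effect; strong numbers were not always called active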
M17LAP inhibition: P. falciparum M17LAP inhibitors, primary screen, biochemical, fluorogenic H-Leu-NHMec substrate, 1536-well (AID 1619); one-dose inhibition, % at 30 µM; IC50 in µM for titrated hits; recombinant M17LAP, H-Leu-NHMec fluorogenic kinetic assay; higher % means a stronger effect; actives 0.38% (n = 220,000);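 active = compound inhibiting the enzyme by more than half at any dose during confirmatory dose-response retesting; inconclusive = strong single-dose inhibitors picked by rank but not retested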;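 also: plate controls were full reaction with DMSO carrier for no effect and no enzyme background for full effect; strong numbers were not always called active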
Dynein transport: blocks dynein driven cargo transport along microtubules. 3617.4 mouse cells, GR-EGFP nuclear translocation imaging; test concentration mostly 20 µM; stimulated with dexamethasone, 1 µM; stronger effect = lower value. z-score, hits read low. actives 0.47% (n = 220,000). AID 1381;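 active = plate z-score of nuclear minus cytoplasmic receptor signal below a set negative limit, without overly bright fluorescence or cell loss, cut at about -3.5 in these data, passing the limit was not always enough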;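 also: z-score of nuclear minus cytoplasmic ring GR-EGFP intensity difference per well; some compounds called inactive have numbers as strong as hits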
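Buffer or medium: Induction medium lacking tetracycline, stripped serum | Also added: Dexamethasone agonist, 1.0 µM final, for 30 min | Timing: 48 h induction, 1 h compound, 30 min dex at 37 °C | Detection: Formaldehyde fixation, Hoechst nuclear stain, 10x automated fluorescence imaging | Measure: Nuclear versus cytoplasmic GR-EGFP signal, averaged per well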
MT stabilize HCS: microtubule stabilizers in HeLa cells; HeLa tubulin immunostaining HCS, 24 h; share of cells brighter than vehicle mean+2SD; actives 0.83% (n = 200,000); % tubulin-high responders, % at 10 µM;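 active = plate Z-score above 3 for both tubulin-high and condensed-nucleus cell shares, with cell loss under 80%, at 10 µM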;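 also: anti alpha tubulin signal scored within the nucleus-defined area of each cell; some results filed as inactive read as strong as hits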
bCat nuc transl: modulators of beta-catenin nuclear translocation; HeLa beta-catenin nuclear translocation, immunofluorescence imaging; nuclear translocation activity, % at 5 µM; actives 0.3% (n = 190,000); AID 1665;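 active = nuclear translocation activity above 50% at 5 µM, with a well cell count of 50 or more; inconclusive = wells under 50 cells across six images, flagged as toxic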;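 also: per-cell ratio of nuclear to cytoplasmic median beta-catenin stain intensity; plate controls were DMSO negative control for no effect and GSK-3 inhibitor IX positive control for full effect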
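Test system: human HeLa cell line; Doses: 5 µM primary, 0.02–20 µM confirmation; Incubation: 24 h compound exposure, 37°C; Detection: beta-catenin immunofluorescence imaging with DAPI; Read-out: beta-catenin nuclear/cytoplasmic ratio, % activation.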
WT yeast gro inh mutant strain: recorded beside WT yeast gro inh, whose call it bears; inhibition, %; mitochondrial fusion phenotypic screen, mutant strain inhibition
Dynein transport cytoplasmic EGFP: recorded beside Dynein transport, whose call it bears; z-score; measured here: cytoplasmic GR-EGFP intensity; stronger effect = higher value
Dynein transport nuclear GR-EGFP: also measured in Dynein transport; calls as there; z-score; measured here: nuclear GR-EGFP intensity;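 lower value marks the stronger effect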
Dynein transport cell count: recorded beside Dynein transport, whose call it bears; z-score; measured here: cell count per field
bCat nuc transl cell count 5 µM: recorded beside bCat nuc transl, whose call it bears; cell count; measured here: cell count, cytotoxicity flag
T cell modulator vesicle-bound %: recorded beside T cell modulator, whose call it bears; double positive events, %; measured here: CD8+ vesicle-bound cell fraction;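 binding gate set so that unloaded-vesicle control wells show 10% double positive cells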
MT stabilize HCS Hoechst-high %: second read-out of MT stabilize HCS, no call of its own (marks repeat the call); % Hoechst-high responders; measured here: nuclear condensation Hoechst responders;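 share of cells brighter than vehicle mean plus two SD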
MT stabilize HCS cytotoxicity %: also measured in MT stabilize HCS; calls as there; toxicity, %; measured here: cytotoxicity by cell density;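 0% = mean cell density of plate MIN control wells and 100% = no cells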
Autophagy HCS cell loss 18 h: further read-out of Autophagy HCS, marked with its call; toxicity, %; measured here: cell loss, nuclei count;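 cell loss after 18 h compound exposure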
* marks the source's active call; other numbers are inactive results; i = inactive; ? = inconclusive; . = no result given.

SMILES	Yfh1-depleted yeast	Autophagy HCS	Autophagy HCS cell loss 18 h	T cell modulator	T cell modulator vesicle-bound %	WT yeast gro inh	WT yeast gro inh mutant strain	P. falciparum M1AAP	M17LAP inhibition	Dynein transport	Dynein transport cytoplasmic EGFP	Dynein transport nuclear GR-EGFP	Dynein transport cell count	MT stabilize HCS	MT stabilize HCS Hoechst-high %	MT stabilize HCS cytotoxicity %	bCat nuc transl	bCat nuc transl cell count 5 µM
COc1ccc(C(C)(C)C)cc1NC(=O)c1cc(S(=O)(=O)N(C)C)ccc1N1CCCC1	i	i	6	i	45	-10	1	13%	5%	-0.26	-0.23	-0.37	0.2	6.5	3.7	6.1	-0.9	1079
COc1cccc(-c2cc(C(=O)N3CCN(C(c4ccccc4)c4ccccc4)CC3)no2)c1	i	i	-7	i	2	6	0	3%	2%	-0.55	-0.22	-0.16	0.87	2.9	1.8	4.4	-3.2	1023
NS(=O)(=O)c1ccc(CCNC(=O)c2cc(-c3ccc(Br)cc3)nc3ccccc23)cc1	i	i	15	i	34	3	4	13%	1%	-0.82	-0.24	-0.19	0.48	3.1	3.6	9.5	-0.2	1549
Cc1cc(OC(=O)c2cc(Cl)nc3ccccc23)ccc1Cl	i	i	2	i	45	4	8	-1%	2%	-1.4	-0.056	-0.82	0.54	2.3	1.7	11	-4.5	1163
CS(=O)(=O)N1CCC(C(=O)NCc2ccco2)CC1	i	i	6	i	43	-32	-10	16%	19%	0.94	-0.31	0.35	0.9	2.9	1.5	3.5	.	.
COc1ccccc1NC(=O)c1ccc(CN2CCOCC2)cc1	i	i	-2	i	53	6	18	6%	4%	-0.59	-0.13	-0.11	-0.2	3.2	2.6	3.3	-0.5	1168
COC(=O)c1nnn(-c2ccc(Cl)c(Cl)c2)c1C(=O)OC	i	i	-2	i	55	6	0	2%	-3%	0.92	-0.29	0.28	-0.66	5.6	3.2	6.9	-1.1	1095
COc1cc(C(=O)NCc2nnc(SCC(=O)N3CCCc4ccccc43)o2)cc(OC)c1OC	i	i	-6	i	48	-5	-1	0%	-6%	-0.79	0.19	-0.38	1.1	2.6	1.8	5.0	1.3	1105
Cc1ccc(S(=O)(=O)N/N=C/c2ccc(OCC(=O)N3CCOCC3)cc2)cc1	i	i	-11	i	51	-10	7	15%	11%	-0.51	-0.29	0.3	-0.9	2.5	2.0	9.2	-1.6	1037
Cc1cccc(N2CN(Cc3cccnc3)CNC2=S)c1	i	i	-11	i	20	-10	5	-1%	14%	0.08	-0.21	-0.21	0.0087	3.4	2.2	3.0	0.1	1108
Cc1cc(NC(=O)/C=C/c2ccccc2)no1	i	i	-4	i	27	-1	-1	0%	-4%	1.9	0.13	1.5	-2.2	0.8	1.0	3.9	.	.
O=C(CSCc1c(F)cccc1Cl)NCc1cccnc1	i	i	10	i	51	-10	15	5%	-1%	-0.25	-0.24	0.035	0.23	2.7	1.4	5.2	0.5	1086
O=C(COc1ccccc1)NNC(=S)NC(=O)c1ccccc1	i	i	-9	i	25	32	-27	19%	9.2µM*	-0.81	-0.11	-0.54	0.52	2.1	1.4	12	-3.7	1136
CCOc1ccc2c(c1)OC(c1ccc(OC)cc1)(C(F)(F)F)NC2=O (stereo unspecified)	i	i	19	i	10	40	24	6%	8%	-0.65	-0.19	-0.29	-0.3	16	30	69	-1.6	1072
CCCCCCc1c(O)nc(SCC(=O)O)[nH]c1=O	i	i	4	i	.	-2	5	0%	10%	-1.4	-0.24	-0.84	0.92	2.5	3.0	7.6	.	.
COc1ccccc1-c1cc(C(=O)N/N=C/C=C/c2ccccc2[N+](=O)[O-])c2ccccc2n1	?	i	22	i	41	-1	1	2%	1%	0.22	-0.26	0.33	1.6	2.3	1.4	4.7	-7.3	1234
O=C1N/C(=N/N=C/c2ccco2)SC1Cc1ccccc1 (stereo unspecified)	i	i	31	i	40	-15	13	7%	2%	-0.28	-0.35	-0.33	0.71	5.8	0.8	4.5	-2.5	1151
CCOC(=O)C1=C(NC(=S)NC(=O)c2ccccc2)c2ccccc2CC1(C)C	i	i	-7	i	23	12	-10	15%	10%	-0.43	0.24	-0.37	0.66	2.0	1.4	7.5	.	.
COc1ccc(-c2ccc(C#N)c(SCC(=O)Nc3sc4c(c3C#N)CCC4)n2)cc1	i	i	26	i	45	2	4	6%	2%	1.5	-0.22	2	0.13	4.1	1.2	7.3	-0.9	1290
CCOC(=O)C1CCN(S(=O)(=O)c2ccc(C)cc2)CC1	i	i	-8	i	17	-10	-3	2%	-8%	-0.076	0.038	0.084	0.44	2.4	1.7	7.3	.	.
COc1cccc(C2NC(c3cccc(OC)c3O)C(C)C(=O)C2C)c1O (stereo unspecified)	i	i	9	i	5	.	.	-3%	-1%	0.47	-0.23	0.44	0.63	3.3	1.9	7.1	.	.
O=C(/C=C/Nc1ccc(F)cc1)c1cccs1	i	i	1	i	34	.	.	.	.	0.65	-0.14	0.58	-1.4	1.3	1.2	3.5	.	.
COc1cc(Cl)c(C)cc1NC(=O)CSc1nc2ccccc2o1	i	i	5	i	11	12	-10	2%	2%	-0.84	0.13	0.16	0.72	2.7	1.5	7.2	3.6	889
COc1cccc(OC)c1C(=O)Nc1nnc(-c2cccs2)s1	i	i	9	i	38	9	3	-1%	-4%	-0.55	-0.26	-0.43	0.24	1.1	0.9	4.0	-1.1	1057
Nc1nc(NCCCN2CCOCC2)nc(Nc2ccccc2)c1[N+](=O)[O-]	i	i	-4	i	42	-9	7	13%	6%	0.16	-0.23	0.34	0.035	2.1	2.6	5.2	20	429
COc1cc(NS(=O)(=O)c2ccc(NC(C)=O)cc2)cc(OC)c1	i	i	6	i	30	9	-1	-1%	-4%	-0.77	-0.32	-0.18	0.35	5.1	3.6	3.6	-1.6	1187
COC(=O)C1=C(C)Nc2nc(-c3ccccc3)nn2C1c1ccc(C)o1 (stereo unspecified)	i	i	3	i	63	20	-8	11%	8%	-0.37	-0.24	-0.091	0.15	2.4	3.6	2.5	0.2	1138
O=C1CN(c2ccccc2Cl)C(=O)CN1c1ccccc1Cl	i	i	3	i	26	12	-4	-1%	-18%	0.53	-0.22	0.13	0.88	2.2	1.8	5.3	2.4	1215
Cc1nc2c(C#N)c[nH]n2c(=O)c1CCO	i	.	.	i	54	.	.	4%	-7%	1.5	-0.17	1.6	-2.2	.	.	.	-0.3	1371
COc1ccc(C)cc1S(=O)(=O)Nc1ccc2c(c1)OCO2	i	i	7	i	61	-5	-15	0%	4%	-0.21	0.47	0.57	0.079	3.6	1.7	7.8	-1.6	1052
COc1ccc2c(CC(=O)O)cc(=O)oc2c1	i	.	.	i	54	.	.	-5%	-7%	-0.67	-0.23	0.031	0.59	.	.	.	0.5	1309
COc1ccc(-c2cc(C(=O)N3CCCc4ccccc43)no2)cc1OC	i	i	-2	i	1	13	-25	-3%	-7%	-0.28	-0.17	0.23	0.23	2.8	1.2	4.2	0.6	1438

Bioassay records: PubChem BioAssay, several laboratories
